# From PubChem
# MC4R ag barr: MC4R agonists recruiting beta-arrestin, primary screen, cell-based, luminescence, agonist arm of biased-ligand search | 0.98% of 360,000 active | AID 540308, 2011 | U2OS MC4R beta-arrestin complementation; percent of melanotan II response, DMSO zero | activation, % at 8.9 µM | Melanocortin receptor 4 (Homo sapiens), P32245;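 active = activation above a per-plate cutoff, the mean activation of sample wells on that plate plus 3 SD, cut at about 8% in these data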
# Target sequence (P32245 whole entry, looked up): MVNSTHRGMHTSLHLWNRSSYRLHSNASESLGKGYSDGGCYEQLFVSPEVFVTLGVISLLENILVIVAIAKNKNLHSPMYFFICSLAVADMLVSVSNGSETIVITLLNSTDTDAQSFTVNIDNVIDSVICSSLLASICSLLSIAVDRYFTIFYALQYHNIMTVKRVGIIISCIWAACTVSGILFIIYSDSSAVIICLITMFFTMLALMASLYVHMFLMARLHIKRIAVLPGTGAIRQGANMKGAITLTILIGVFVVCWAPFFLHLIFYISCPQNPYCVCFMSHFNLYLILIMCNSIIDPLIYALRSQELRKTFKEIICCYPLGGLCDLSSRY
# Glyco luc inh: increase of ERlucT glycosylation luciferase signal, primary screen, N-linked glycosylation inhibitor project, D54 ERlucT cells, luminescence, set 2; D54 ERlucT glycosylation luciferase reporter, 24 h; percent of 100 nM tunicamycin response; reporter increase, % at 12.5 µM; 0.23% of 360,000 active;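 active = mean luciferase reporter signal, scaled so untreated is 0 and the glycosylation-blocking control 100, at or above a set limit in every replicate; inconclusive = mean reaches the limit but not every replicate does; inactive = mean below the limit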;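 also: luciferase carries N-glycosylation sites so blocking glycosylation raises the light; 0% = median of neutral control wells and 100% = median of 100 nM tunicamycin wells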
# MC4R antagonist: MC4R antagonists of cAMP signaling, primary screen, cell-based, TR-FRET, antagonist arm of biased-ligand search; Melanocortin receptor 4 (Homo sapiens), P32245; MC4R-expressing cells, MTII-stimulated cAMP, LANCE TR-FRET; 0.48% of 360,000 active; inhibition, % at 6.5 µM; AID 540295, 2011;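 active = inhibition above its plate's cutoff, the mean of tested wells on that plate plus 3 SD, cut at about 29% in these data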;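 also: 0% = Melanotan II alone and 100% = Melanotan II plus saturating MCL0020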
#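 Assay system: U2OS-MC4R stable cell line; Also added: Melanotan II; Technique: Eu-cAMP/anti-cAMP TR-FRET, emission 671 nm; Times: 30-min compound, 1-h challenge, 1-h detection, room temperature.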
# ABHD5 PLIN5 PPI: ABHD5-PLIN5 interaction inhibitors, primary screen, cell lysate, split luciferase complementation, luminescence; inhibition, % at 4 µM; Perilipin-5 (Homo sapiens) + 1-acylglycerol-3-phosphate O-acyltransferase ABHD5 (Homo …; AID 602281, 2012; 0.78% of 360,000 active; Split G. princeps luciferase complementation, 4 h;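 active = inhibition above the mean inhibition across every tested compound plus 3 SD, cut at about 22% in these data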;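 also: 0% = DMSO only wells and the 100% control is not disclosed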
# iPSC survival up: enhancers of single-cell hiPSC survival, primary screen, ATPlite luminescence. 0.044% of 360,000 active. survival enhancement, % at 20 µM. 100% = ROCK inhibitor wells, 0% = DMSO; in the data active = survival enhancement above about 18%;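 also: cells exposed to compounds for 16 hours before the ATP read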
# Exocytosis inh: LAMP-1 surface exposure blockers, TALL-104 cells – cell-based, flow cytometry, MLPCN library, primary screen; TALL-104 LAMP-1 surface exposure; cells stimulated with thapsigargin and PMA; 0.66% of 360,000 active; AID 651702, 2012; inhibition, % at 10 µM;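 active = inhibition above about 55%, limit read from the data; inconclusive = no clear call, values can overlap the other calls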
# m5-HT2A agonist: mouse Htr2a agonists via beta-arrestin recruitment, primary screen, cell-based, luminescence; AID 624169, 2012; 5-hydroxytryptamine receptor 2A (Mus musculus), P35363; activation, % at 7.6 µM; CHO-K1 mHTR2A beta-arrestin complementation; percent of 30 µM serotonin response; 0.66% of 360,000 active;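 active = activation above a run cutoff, the mean activation of all tested compounds plus 3 SD, cut at about 14% in these data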;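 also: 0% = plate median of compound wells and 100% = 30 µM serotonin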
# Target sequence (P35363 whole entry, looked up): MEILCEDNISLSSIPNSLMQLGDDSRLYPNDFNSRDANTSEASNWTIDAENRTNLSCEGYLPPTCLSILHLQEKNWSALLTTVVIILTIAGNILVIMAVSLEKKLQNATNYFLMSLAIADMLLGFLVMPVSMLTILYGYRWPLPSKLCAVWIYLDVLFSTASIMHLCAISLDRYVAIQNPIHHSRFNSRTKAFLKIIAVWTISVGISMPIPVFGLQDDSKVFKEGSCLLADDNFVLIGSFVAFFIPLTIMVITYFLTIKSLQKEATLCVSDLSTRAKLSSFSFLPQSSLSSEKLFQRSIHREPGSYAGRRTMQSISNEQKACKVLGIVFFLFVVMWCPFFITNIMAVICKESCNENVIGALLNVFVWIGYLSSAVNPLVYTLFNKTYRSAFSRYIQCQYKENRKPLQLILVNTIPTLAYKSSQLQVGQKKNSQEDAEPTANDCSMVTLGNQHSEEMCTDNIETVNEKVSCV
# ABCB6 inh MLPCN: ABCB6 transporter inhibitors, primary screen, K562-ABCB6 cells, flow cytometry, MLPCN library; K562-ABCB6 porphyrin accumulation, 1 h; stronger effect = lower value; fluorescence ratio to DMSO, % at 10 µM; 0.19% of 360,000 active; AID 602162, 2011;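 active = fluorescence ratio to DMSO below 75%, the collection mean minus 3 SD; inconclusive = too few cells collected in the well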;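 also: signal is porphyrin accumulated inside mitochondria; 100% equals median channel fluorescence of DMSO control wells; lower ratio means ABCB6 inhibition with less porphyrin fluorescence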
# Cardio protect: cardioprotection against H2O2-induced cell death, primary screen, uHTS, H9c2 cells, ATPLite luminescence. H9c2 cardiomyocytes, H2O2 injury protection, 2 h. protection from H2O2 cell death, % at 20 µM. 0.63% of 360,000 active;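 active = compounds giving at least 50% protection of heart cells from peroxide-induced death in the single-dose screen, raw or plate-pattern-corrected value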;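 also: 0% = DMSO wells with peroxide and 100% = DMSO wells without peroxide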
# aDG glyco up: activators of alpha-DG glycosylation, primary screen, uHTS, Pro5-aDG cells, AlphaScreen; activation, % at 10 µM; AID 624168, 2012; 0.22% of 360,000 active; alpha-DG glycosylation AlphaScreen (IIH6); 0% Pro5, 100% B10-LARGE cell signal;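 active = activation of at least 8% versus controls, or a plate z-score of at least 8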;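 also: Pro5 are CHO cells carrying HIG-tagged alpha-DG that lacks glycosylation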
# * marks the source's active call; other numbers are inactive results; ? = inconclusive; nt = not tested or not shown.
compound,MC4R ag barr,Glyco luc inh,MC4R antagonist,ABHD5 PLIN5 PPI,iPSC survival up,Exocytosis inh,m5-HT2A agonist,ABCB6 inh MLPCN,Cardio protect,aDG glyco up
CCCCOc1ccc(N(CC(=O)NCc2ccco2)C(=O)CCC(=O)Nc2nccs2)cc1,0.3,-2,3,-2,-0.2,-7,0,96,-4,-0.1
O=C(Cn1cnc2c(NCc3ccccc3)ncnc21)NCc1ccccc1,0.3,17,-20,-2,-1.8,-1,-5,99,7,0.2
CCCCCCN1C[C@H](O)[C@@H](n2cc(-c3ccc(F)cc3)nn2)C[C@@H]1c1ccc(C)cc1,2.1,-1,6,-8,2.1,-3,-5,100,-21,0.5
Cc1ccc(-c2nc3c(C)cc(Br)cn3c2Cc2cccc(F)c2)cc1,nt,nt,nt,-15,1.1,5,-3,107,nt,-0.1
Cn1c(SCC(=O)NCC2CCCO2)nnc1-c1c[nH]c2ccccc12 (stereo not drawn),1.6,0,2,-3,2.6,-11,37*,97,3,0.1
C=CCn1c(C)cc(C(=O)COc2ccc(C)nc2[N+](=O)[O-])c1C,-2.0,-7,7,5,-0.3,2,6,101,-14,0.5
COc1ccc(C(=O)NNC(=O)CSc2nnnn2-c2cc(OC)cc(OC)c2)cc1,-0.4,0,-1,-2,-0.2,1,-2,93,0,-0.1
O=C(C1=NN[C@@H]2C(=O)N(Cc3ccccc3)C(=O)[C@H]12)c1ccc(F)cc1,2.2,2,7,-3,1.3,-2,6,110,4,-0.1
CCN(CC(=O)NC(C)(C)C)C(=O)C(c1ccccc1)c1ccccc1,0.5,-1,-6,6,-0.8,2,8,92,-5,0.0
NC(=O)CN(Cc1ccccc1)S(=O)(=O)c1ccc2c(c1)OCCO2,-1.2,2,1,4,0.3,4,-2,96,6,0.2
Cc1cc(C(=O)O/N=C(\N)c2ccncc2)ccc1[N+](=O)[O-],-1.6,-4,5,-2,-0.8,8,-1,98,-3,0.0
CCNS(=O)(=O)c1ccc(NC(=O)Nc2ccc3c(c2)OCO3)cc1,-2.2,0,2,-7,-0.5,-1,-3,99,-5,0.1
Cc1ccccc1CS(=O)(=O)c1cn(CC(=O)N2CCOCC2)c2ccccc12,1.5,2,4,6,-0.1,0,4,94,-1,0.0
CCC(C)c1ccc(NC(=S)NCCn2cc(Br)cn2)cc1 (stereo not drawn),-0.5,-3,-1,-7,-1.9,6,-4,95,-8,0.6
O=C(O)c1cc(N/N=C/c2ccc3c(c2)OCCO3)ccc1Cl,-1.7,-10,16,-2,3.3,-1,-6,104,0,0.2

# Next structures follow.
compound,MC4R ag barr,Glyco luc inh,MC4R antagonist,ABHD5 PLIN5 PPI,iPSC survival up,Exocytosis inh,m5-HT2A agonist,ABCB6 inh MLPCN,Cardio protect,aDG glyco up
Cc1ccccc1OCCOC(=O)c1c(-c2ccccc2)noc1C,1.1,24,-20,-1,3.2,94*,-1,91,-15,0.0
O=C(Nc1cccc(F)c1)NC1CCCCCCC1,-2.4,-3,1,-12,-0.3,-3,-5,91,-14,0.2
CCCCN(C(=O)Cc1coc2cc(C)c(C)cc12)c1c(N)n(Cc2ccccc2)c(=O)[nH]c1=O,-1.6,-1,10,2,-0.4,-3,-4,96,0,0.8
COc1ccc(NC2=C(Cl)C(=O)N(CCc3ccccc3)C2=O)c(OC)c1,0.8,-2,10,1,0.7,-3,3,98,-10,0.0
O=C(OCCN1C(=O)c2ccccc2C1=O)c1cccs1,-1.5,1,-1,-2,-0.3,-2,-1,?,6,-0.1
CNC(=O)c1ccc(NC(=O)CCc2c(C)noc2C)cc1,-3.4,4,9,1,2.5,2,-4,96,2,-0.1
COc1cccc(NC(=O)Cn2c3ccccc3c3nc4n(c(=O)c32)CCS4)c1,-3.3,2,20,-2,0.5,-1,-6,101,6,0.4
Clc1ccc(-n2nnnc2-c2cnc(-c3ccccn3)nc2-c2cccs2)cc1,0.1,0,4,-6,-1.0,2,-3,89,5,0.6
CCCCn1c(N)c(N(CC(C)C)C(=O)CN2C(=O)c3ccccc3C2=O)c(=O)[nH]c1=O,-0.9,1,7,-7,0.4,9,4,102,4,0.1
CC1=C(C)CC(C(=O)Nc2nc(C)cs2)C(C(=O)O)C1 (stereo not drawn),0.0,0,3,4,-0.2,4,0,95,-2,0.0
COc1ccc(C(=O)N[C@H](C(=O)NCc2ccccc2)C(C)C)cc1,0.9,0,5,-5,0.6,2,1,94,-4,0.1
Cc1cccc(NC(=O)CNC(=O)CSc2nc(N)cc(N)n2)c1C,-0.3,1,5,0,-0.1,1,9,99,0,0.3
COc1cccc(C2CNC3(CCCC(C)C3)c3[nH]c4ccccc4c32)c1OC (stereo not drawn),1.2,-4,15,-4,-0.8,5,-10,94,-1,0.4
CCOC(=O)c1cc(NC(=O)c2cccnc2)cc(C(=O)OCC)c1,-0.9,-1,3,-9,-2.7,4,0,101,13,-0.2
O=C(Cn1nnc(-c2ccncc2)n1)N1CCc2ccccc21,-1.3,1,-6,5,-0.2,2,-3,99,2,-0.1

# (further entries)
compound,MC4R ag barr,Glyco luc inh,MC4R antagonist,ABHD5 PLIN5 PPI,iPSC survival up,Exocytosis inh,m5-HT2A agonist,ABCB6 inh MLPCN,Cardio protect,aDG glyco up
COC(=O)c1ccc(Sc2nnnn2-c2ccccc2)c([N+](=O)[O-])c1,-0.3,0,8,13,0.3,6,2,93,-1,0.2
CCOc1ccccc1N1CCN(C(=S)NCc2ccco2)CC1,-2.0,1,0,9,-1.3,3,-3,102,3,0.2
CCOC(=O)c1cn(CC(=O)Nc2cccc(Cl)c2C)nn1,-0.6,4,-5,0,2.7,1,-2,89,-6,0.1
Cc1cc(C(=O)Cn2cc(C(F)(F)F)ccc2=O)c(C)n1-c1ccccc1,-1.6,-7,5,-4,-1.0,2,-2,100,0,0.2
CC(C)(C)OC(=O)N1CCC(c2c(C(=O)O)cnn2-c2ccccc2Cl)CC1,0.2,1,-1,-4,0.0,-3,0,101,7,0.3
CC(C#N)(NC(=O)CN1CCN(S(=O)(=O)c2ccccc2Cl)CC1)C1CC1 (stereo not drawn),-1.1,-1,8,11,-2.8,-8,1,98,2,0.9
COc1cccc(C(=O)O[C@H]2[C@H](Cc3ccccc3)NS(=O)(=O)[C@H]3C[C@@H]4C=C[C@]23O4)c1,-1.0,-2,3,0,2.6,0,5,87,-4,-0.3
O=S(=O)(Cc1cccc(F)c1)c1c[nH]c2ccccc12,1.3,1,0,8,-3.7,0,4,96,-4,-0.3
COc1ccc(-n2c(SCC(N)=O)nnc2-c2ccco2)cc1,1.6,0,10,-2,-0.5,-5,7,101,3,0.0
Cc1c(Cl)c(=O)oc2cc(OCC(=O)N3CCCC(C)C3)ccc12 (stereo not drawn),-3.0,3,7,-9,-0.6,-4,12,99,2,-0.5
CCC[C@@H](CN[C@@H](CNC)C(C)C)NCCCCc1ccccc1,-2.0,-5,12,-1,-6.0,5,-10,96,-6,0.2
CCC(C)/C(C)=N/NC(=O)C1COc2ccccc2O1 (stereo not drawn),-2.9,0,-6,0,0.7,0,5,100,-3,-0.3
COc1cccc(NC(=O)CN(C)C(=O)CC2CCCC2)c1,-0.5,3,-1,-4,0.5,-1,-3,100,0,0.0
Fc1ccc(-c2nnc(Cc3nnc(-c4ccc(F)cc4)o3)o2)cc1,-1.7,2,-3,-5,1.8,1,0,101,11,-0.1
Cc1ccc(S(=O)(=O)n2nc(OC(=O)c3cccc(F)c3)cc2N)cc1,1.1,4,-3,-6,-0.4,-12,9,170,-1,-0.1

# (next part)
compound,MC4R ag barr,Glyco luc inh,MC4R antagonist,ABHD5 PLIN5 PPI,iPSC survival up,Exocytosis inh,m5-HT2A agonist,ABCB6 inh MLPCN,Cardio protect,aDG glyco up
O=C(CCc1ccccc1)NC(NC(=S)Nc1ccc(Br)cc1)C(Cl)(Cl)Cl (stereo not drawn),13*,23,21,-6,0.1,0,1,97,-17,2.1
CC(C)c1ccc(NC(=O)CCCC(=O)NCCc2ccccc2)cc1,-0.4,-2,6,10,-0.6,5,-6,100,-2,0.0
COc1ccc(-c2nnc(SCC(=O)Oc3ccc(C)cc3)o2)cc1,-0.4,0,12,0,-2.6,1,1,81,4,-0.1
COc1ccccc1C1NC(=O)c2ccccc2O1 (stereo not drawn),0.8,1,1,9,-0.2,3,5,99,9,-0.4
O=C(CN1C(=O)C2C3C=CC(C3)C2C1=O)Nc1ccc(S(=O)(=O)Nc2nccs2)cc1 (stereo not drawn),-2.3,0,-8,-2,0.6,5,2,98,6,0.0
O=C(N/N=C\c1cc2c(cc1Cl)OCO2)c1cccs1,-0.1,1,3,-2,0.1,-2,-2,96,6,-0.2
CC(C)CN(C(=O)C(C)N1C(=O)c2ccccc2C1=O)c1c(N)n(Cc2ccccc2)c(=O)[nH]c1=O (stereo not drawn),-1.2,-1,6,7,-0.4,-3,0,100,-2,0.2
COc1ccc(C(=O)NCc2cnn(C)c2)cc1OC1CCN(C(C)C)CC1,-1.9,1,-4,2,-0.2,-2,6,95,4,0.1
CCOC(=O)c1c(C)[nH]c(C)c1C(=O)CSc1nnc(-c2ccc(OC(F)F)cc2)o1,29*,-4,2,2,0.2,0,3,107,-24,0.0
COc1ccc(CN2CCc3ccc(NC(=O)c4ccncc4)cc3C2)c(F)c1,-4.0,0,16,9,0.6,7,0,102,-3,0.1
Cc1ccc(C(=O)Cn2c(=N)n(CCN3CCOCC3)c3ccccc32)cc1,-1.2,-2,-1,8,-1.0,-2,-6,94,10,2.2
Cc1c(C(=O)N2CCN(c3ccccc3)CC2)sc2ncnc(N3CCN(c4ccccn4)CC3)c12,-1.2,3,5,-1,-0.8,-21,-3,93,16,-0.1
CCOc1ccccc1C=NNC(=O)CCCCC(=O)NN=Cc1ccccc1OCC,-0.7,-1,11,-4,0.9,-10,1,103,3,-0.2
Cc1ccc(CCC(=O)Nc2ccc(Cl)cc2Cl)o1,-0.3,1,0,2,1.2,-2,1,94,-2,-0.3
COc1cc(NC(=O)CCCC(=O)OCC(F)(F)C(F)F)nc(OC)n1,0.5,3,13,13,-1.5,-2,-4,98,28,0.0
CC(Oc1cccc(Cl)c1)C(=O)Nc1cc(Cl)ccc1N1CCOCC1 (stereo not drawn),-1.4,-6,2,-8,-0.5,-1,2,88,-8,0.1
O=C(NC1CCCCC1)c1cccc2c1C(=O)c1ccc(N3CCCC3)cc1S2(=O)=O,0.1,-3,-1,-6,3.4,5,-1,98,19,-0.3

# Outcome played no part in choosing rows (roughly 4.5% active in at least one column).
